D1 antagonist: human D1 dopamine receptor antagonism; P21728; HEK293 TREx D1 cells, calcium flux, dopamine EC80; stronger effect = lower value; activity change, negative = inhibition, % at 10 µM; hit rate 3.2% among 360,000; AID 504652; in the data active = activity change below about -30%; also: % is scaled to controls: 0 for no effect and ±100 for the full control effect
Target sequence (P21728 whole entry, looked up): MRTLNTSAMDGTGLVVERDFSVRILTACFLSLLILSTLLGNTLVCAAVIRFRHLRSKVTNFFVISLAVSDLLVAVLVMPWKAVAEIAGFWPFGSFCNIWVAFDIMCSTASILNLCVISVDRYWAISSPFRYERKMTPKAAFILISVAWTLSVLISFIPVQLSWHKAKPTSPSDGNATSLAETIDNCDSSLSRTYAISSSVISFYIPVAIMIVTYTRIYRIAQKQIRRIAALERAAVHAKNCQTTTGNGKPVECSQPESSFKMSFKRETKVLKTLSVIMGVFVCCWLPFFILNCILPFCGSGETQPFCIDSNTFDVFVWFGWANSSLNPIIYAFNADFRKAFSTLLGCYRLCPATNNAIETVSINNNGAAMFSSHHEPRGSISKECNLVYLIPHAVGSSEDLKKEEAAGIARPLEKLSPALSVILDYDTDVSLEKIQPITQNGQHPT
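Kinetic fluorescence of a calcium dye serves as the read-out. D1-expressing Hek293 Trex cells, induced overnight at 30 C, are exposed to compound for 180 s before an EC80 dopamine addition, then read 180 s further.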
TRHR enhancer: TRH receptor (human) allosteric enhancement | AID 493056 | hit rate 0.66% among 360,000 | P34981 | TRHR cells, fluo-8 calcium fluorescence, EC20 TRH enhancement | enhancement, % at 2 µM; in the data active = enhancement above about 30%; also: 0% is about no effect
Target sequence (P34981 whole entry, looked up): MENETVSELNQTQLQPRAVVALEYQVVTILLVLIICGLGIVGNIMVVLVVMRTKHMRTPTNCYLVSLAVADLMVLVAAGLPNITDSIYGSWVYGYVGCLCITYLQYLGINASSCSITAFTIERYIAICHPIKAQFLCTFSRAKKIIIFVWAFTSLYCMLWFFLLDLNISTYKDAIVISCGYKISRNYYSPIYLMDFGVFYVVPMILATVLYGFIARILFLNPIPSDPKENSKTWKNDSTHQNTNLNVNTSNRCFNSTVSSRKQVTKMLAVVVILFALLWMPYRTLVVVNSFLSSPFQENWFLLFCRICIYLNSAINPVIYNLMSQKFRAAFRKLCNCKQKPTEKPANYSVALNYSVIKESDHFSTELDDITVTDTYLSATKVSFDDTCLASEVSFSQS
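Enhancer read-out: after compound pinning and an initial kinetic agonist-mode read, an EC20 of TRH (10 nM final) was injected and fluo-8 calcium signal (Ex 480/Em 530) followed at 1 s/cycle for 100 cycles in TRHR-expressing cells.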
Anesthetic bind: candidate novel general anesthetic via apoferritin binding | P02791 | apoferritin/1-aminoanthracene competitive binding, fluorescence | Potency, µM (series often up to 77.5 µM), for the others: top-dose activity change, negative = displacement, usual class: inhibitors | hit rate 0.074% among 350,000; also: potency is read from the fitted curve at half-maximal effect; % is scaled to controls: 0 for no effect and ±100 for the full control effect; nearly all actives have a fitted effect of over 20% in size
Target sequence (P02791 2-175 limits assumed): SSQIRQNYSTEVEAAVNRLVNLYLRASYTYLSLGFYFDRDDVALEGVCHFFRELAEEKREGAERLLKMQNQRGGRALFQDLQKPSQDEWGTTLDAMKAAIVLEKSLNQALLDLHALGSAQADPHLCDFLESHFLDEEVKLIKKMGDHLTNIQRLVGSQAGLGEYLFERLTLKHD
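Horse-spleen apoferritin (10 uM) in 50% saturated 1-aminoanthracene in PBS was incubated 10 min at room temperature with compound. Fluorescence (ex 380, em 535 nm) was normalized to free and bound 1-AMA, with concentration-response fitted by a four-parameter Hill equation.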
D1 agonist: human D1 receptor agonism. P21728. HEK293 T-REx D1 cells, calcium flux, agonist mode. activation, % at 2 µM. hit rate 1% among 360,000; in the data active = activation above about 30%; also: 0% is about no effect
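Tetracycline-induced HEK293 TREx D1 cells, force-coupled to calcium signalling, were dye-loaded with a no-wash calcium kit. Compound was pin-added after a 10 s baseline. Fluorescence was read kinetically at 1 cycle/s for 180 s, with calcium rises flagged as agonism.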
D2 PAM: positively modulates the human D2 dopamine receptor allosterically; P14416; HEK293 T-REx D2, calcium flux, EC20 dopamine potentiation; potentiation, % at 10 µM; hit rate 0.34% among 340,000; AID 485347;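 active = potentiation over 3 SD above the plate norm, cut at about 30% in these data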; also: 0% is about no effect
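Tetracycline-induced HEK293 T-REx cells force-coupled to calcium signalling expressed D2; compounds were pin-added after a 10 s baseline, read kinetically 180 s, then an EC20 dopamine challenge followed with a further 180 s calcium read.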
RXFP1 ag: activates the human relaxin receptor RXFP1. Q9HBX9. HEK293T-RXFP1 cAMP TR-FRET, 30 min; response scale: percent of porcine relaxin response, buffer zero. Potency, µM (titrated, usually from 57.5 µM), for inactives: top-dose activation, actives largely listed as activators. hit rate 0.3% among 370,000; also: potency is read from the fitted curve at half-maximal effect; % is scaled to controls: 0 for no effect and ±100 for the full control effect; nearly all actives have a fitted effect of over 60% in size; many of its hits are not listed in these tables
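cAMP rise read by TR-FRET after 30 min, 37C compound exposure (up to 58 uM) in RXFP1-transfected HEK293 cells with Ro 20174 present. EC50 from Hill-equation fits, with 29 nM porcine relaxin as 100% and buffer as basal.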
D1 potentiator: enhances dopamine response at the human D1 receptor. P21728. HEK293 TREx D1 cells, calcium flux, dopamine EC20 potentiation. potentiation, % at 10 µM. hit rate 0.036% among 360,000. AID 504651; in the data active = potentiation above about 30%; also: 0% is about no effect
RXFP1 antagonist: antagonists of human relaxin receptor RXFP1 | Q9HBX9 | HEK293-RXFP1, relaxin-stimulated cAMP HTRF, 30 min; stronger effect = lower value | activity change, negative = inhibition, % at 57.5 µM | hit rate 0.59% among 350,000;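 active = activity change of -60% or lower, but not beyond a set lower limit; inconclusive = change between -60% and -40%, or beyond the set limit; inactive = change above -40%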; also: % is scaled to controls: 0 for no effect and ±100 for the full control effect
TRHR agonist: TRH receptor (human) agonism; P34981; TRHR cells, calcium flux fluo-8, FDSS agonist mode; activation, % at 2 µM; hit rate 0.18% among 360,000; AID 493084; in the data active = activation above about 30%; also: 0% is about no effect
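TRHR-expressing cells, plated overnight in medium with 10% serum, were loaded with fluo-8 calcium dye at room temperature. After a 10 s baseline, library compound was pin-added and calcium release was recorded kinetically (ex 480/em 530) as agonist response.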
Numbers without * were called inactive; ? = inconclusive; nt = not tested or not shown; & = joins results of further samples. Unless noted, calls follow the shape of the dose curve; as a rule, active = well fitted curve in the direction sought with a large enough effect; inconclusive = small, poorly fitted or top-dose-only effect, or another doubt; inactive = no such curve, though single readings can be large; an effect the other way counts as inactive or inconclusive. An excerpt, so the mix of outcomes need not match the whole.

SMILES | D1 antagonist | TRHR enhancer | Anesthetic bind | D1 agonist | D2 PAM | RXFP1 ag | D1 potentiator | RXFP1 antagonist | TRHR agonist
Cc1nc(Cl)c2c(n1)NC(=O)CO2 | 8 | -4 | 1% | 1 | -3 | 7.0% | 2 | -1 | 0.0
CCCCNC(=O)c1c(C)oc2ncn(CC(C)C)c(=O)c12 | 4 | -3 | -11% | 0 | 2 | -1.1% | -3 | nt | -1.8
COc1ccc(S(=O)(=O)N2CCN(C(=O)C3CC3)CC2)cc1 | 2 | 7 | 9% | 11 | nt | -1.4% | -2 | -4 | -1.2
COc1cc(-c2n[nH]c(=S)n2C(C)c2ccccc2)cc(OC)c1OC (stereo not drawn) | -12 | -10 | -1% | 3 | 23 | 0.9% | 2 | -11 | -1.1
CC(NC(=O)c1cc(S(=O)(=O)N2CCOCC2)ccc1N1CCCC1)c1ccc(Cl)c(Cl)c1 (stereo not drawn) | -22 | -31 | nt | 4 | 4 | 0.3% | -4 | 4 | 0.3
Cc1ccccc1OCc1nc(-c2ccc(NC(=O)c3ccc4c(c3)OCO4)cc2)no1 | 0 | 10 | -10% | 7 | -3 | 0.4% | -6 | -4 | 1.4
CC(=O)Nc1ccc(C(=O)OCC(=O)c2cccc([N+](=O)[O-])c2)cc1 | -7 | 0 | -3% | 4 | 6 | -1.1% | -12 | 15 | -0.5
C=CCN(c1ccc(C(=O)Nc2cc(C)cc(C)c2)cc1)S(C)(=O)=O | -12 | -2 | -2% | 3 | -17 | -1.4% | 2 | 12 | -0.6
COc1ccccc1NC(=O)Nc1nnc(-c2ccco2)s1 | -10 | 5 | -23% | 1 | -3 | 1.8% | -15 | nt | 0.9
Cc1ccc2c(C(=O)CCl)c(C)[nH]c2c1 | 1 | 0 | -2% | 2 | 12 | 0.0% | 3 | 10 | 0.5
Cc1cc(C)cc(N2CC(C(=O)NC3CCCCC3)CC2=O)c1 (stereo not drawn) | 1 | 14 | -9% | 0 | 2 | 2.9% | -7 | 6 | -0.3
O=C(Cc1ccccc1)NC1CCN(C(=O)NCc2ccccc2)CC1 | 10 | 0 | 3% | -1 | 0 | -0.9% | 2 | -1 | 0.1
CCCC(=O)Nc1cc(OCC)c(NC(=O)NC2CCCCC2)cc1OCC | -6 | 3 | -6% | 0 | 2 | -0.1% | 11 | -3 | -0.5
Cc1ccc(C(=O)NCCSc2c[nH]c3ccccc23)cc1C | -2 | -7 | -3% | 0 | -10 | -1.3% | 0 | -23 | -0.2
CSc1ncc(Cl)c(C(=O)NCc2ccc3c(c2)OCO3)n1 | -13 | 6 | 7% | 2 | 18 | 0.1% | 0 | -2 | -1.1
C=CCn1c(SCC(=O)NCc2ccc3c(c2)OCO3)nnc1C1COc2ccccc2O1 (stereo not drawn) | -26 | -15 | ? | 0 | 1 | 0.8% | -8 | 6 | 0.3
CCCCC(CC)COC(=O)C(C#N)=C(c1ccccc1)c1ccccc1 (stereo not drawn) | nt | 2 | -19% | 4 | 0 | 0.1% | 0 | -34 | 0.6
Cc1cccnc1NC(=O)c1sc2ccccc2c1Cl | 7 | -6 | -19% | 2 | 6 | 0.3% | 4 | 6 | -1.5
COc1ccc(N2CCN(C(=O)c3nn(C)c4c3CS(=O)(=O)c3ccccc3-4)CC2)cc1 | 10&9 | 15&-2 | -8%&-20% | 1&0 | 2&-7 | -0.3%&0.4% | 2&0 | -16&-11 | -0.3&-0.5
COc1cc(CNc2ccc3[nH]c(=O)[nH]c3c2)ccc1OCc1ccc(Cl)cc1 | -9 | 4 | ? | 2 | 14 | -1.9% | -2 | -3 | -0.1
CC1=C(c2ccc(C(C)C)cc2)S(=O)(=O)N=C1N1CCC(C(=O)NCc2ccco2)CC1 | 24 | -4 | -10% | 1 | 2 | ? | -6 | -20 | 0.1
COc1ccc(CNC(=O)C(c2ccc(C)o2)N(C(=O)c2csnn2)c2ccc(C(C)C)cc2)cc1 (stereo not drawn) | 22 | -9 | ? | 5 | -3 | 2.4% | -4 | -34 | 0.2
Cc1ccc(C)c(N2CCN(C(=O)c3cn(CC(C)C)c(=O)c4c3c3ccccc3n4C)CC2)c1 | 3 | 10 | -1% | 1 | 7 | 0.9% | 2 | -11 | 1.5
Cc1nc(SCC(=O)NC(C)c2ccccc2)c2oc3ccccc3c2n1 (stereo not drawn) | -11 | -11 | -5% | 1 | -3 | 5.7% | -4 | -1 | 0.1
CCOC(=O)c1ccc(NC(=O)CN2C(=O)CC(c3ccc(C)c(C)c3)=Nc3ccccc32)cc1 | -2 | 3 | 5% | 4 | 16 | -4.0% | -3 | -4 | 1.0

By substructure: the compounds so far containing an aryl thioether with sulfur outside any ring (4)
SMILES | D1 antagonist | TRHR enhancer | Anesthetic bind | D1 agonist | D2 PAM | RXFP1 ag | D1 potentiator | RXFP1 antagonist | TRHR agonist
Cc1ccc(C(=O)NCCSc2c[nH]c3ccccc23)cc1C | -2 | -7 | -3% | 0 | -10 | -1.3% | 0 | -23 | -0.2
CSc1ncc(Cl)c(C(=O)NCc2ccc3c(c2)OCO3)n1 | -13 | 6 | 7% | 2 | 18 | 0.1% | 0 | -2 | -1.1
C=CCn1c(SCC(=O)NCc2ccc3c(c2)OCO3)nnc1C1COc2ccccc2O1 (stereo not drawn) | -26 | -15 | ? | 0 | 1 | 0.8% | -8 | 6 | 0.3
Cc1nc(SCC(=O)NC(C)c2ccccc2)c2oc3ccccc3c2n1 (stereo not drawn) | -11 | -11 | -5% | 1 | -3 | 5.7% | -4 | -1 | 0.1

Additional entries
SMILES | D1 antagonist | TRHR enhancer | Anesthetic bind | D1 agonist | D2 PAM | RXFP1 ag | D1 potentiator | RXFP1 antagonist | TRHR agonist
Cc1c(Br)c([N+](=O)[O-])nn1CC(=O)Nc1ccc(C(N)=O)cc1 | 0 | 1 | -8% | 2 | -7 | -1.6% | 0 | -2 | -0.1
CCSc1ccc(-c2ccco2)nn1 | 19 | 3 | ? | 0 | 0 | -0.6% | 0 | 17 | 0.2
Cc1cc(C)nc(Nc2ccccc2Cl)n1 | -15 | -1 | -8% | 8 | -5 | 0.6% | -3 | -9 | 0.4
CCOC(=O)C1CCN(C(=S)Nc2cccc(C)c2C)CC1 | -1 | -1 | 7% | 3 | -6 | 0.2% | 6 | 4 | 0.4
CC(=O)COC(=O)CNC(=O)c1ccc(Br)cc1 | -12 | 1 | -17% | 0 | -3 | -1.1% | 12 | -22 | 0.4
CCn1nc(NC(=O)Cc2ccc(OC)cc2)c2cc3cc(C)ccc3nc21 | 7 | 2 | 15% | 3 | -1 | 1.9% | 2 | 4 | 0.7
Cc1ccc(OC(C)C(=O)O)cc1C (stereo not drawn) | -11 | 0 | -1% | 0 | -10 | 0.2% | 21 | -6 | -0.5
CCCCSc1nc(SCC(=O)NCc2ccco2)c2c3c(sc2n1)COC(C)(CC)C3 (stereo not drawn) | 9 | 16 | -20% | 5 | -1 | 5.8% | 8 | -7 | 1.8
O=C(NC1CCCc2ccccc21)C1CCC(CNS(=O)(=O)c2cccc3nsnc23)CC1 (stereo not drawn) | 17 | 6 | ? | 0 | 7 | 20% | 0 | nt | -0.5
Cc1ccc(OCc2nnc(NC(=O)c3ccco3)s2)c(C)c1 | 0 | -2 | -9% | 1 | 16 | -0.3% | 0 | -18 | 1.1
O=C(CC1(O)C(=O)N(Cc2ccccc2)c2ccccc21)c1ccc2c(c1)OCO2 (stereo not drawn) | -11 | 1 | ? | 2 | -2 | 0.9% | -2 | 7 | 0.4
O=C(CN(C(=O)c1ccccc1Cl)N1C(=O)C2C3C=CC(C3)C2C1=O)c1cccs1 (stereo not drawn) | 6 | 1 | -7% | -1 | 5 | 2.0% | 5 | -2 | 0.0
O=C(Nc1cccc(S(=O)(=O)NCc2ccco2)c1)c1cc(-c2ccc(F)cc2)nc2ccccc12 | -19 | 2 | 4% | 13 | -7 | -0.2% | 0 | -1 | 0.3
COc1ccc(-c2cc(C(=O)Oc3cccc(C)c3)c3ccccc3n2)cc1 | -14 | -7 | 4% | 11 | -4 | 8.6% | 0 | -16 | 0.8
O=C(NCCNC(=O)c1ccccc1)c1ccccc1 | 8 | -3 | 3% | 3 | -1 | -1.7% | -1 | 0 | 0.0
CC(C)(O)CNC(=O)C(Cc1ccccc1)N1C(=O)c2ccccc2C1=O (stereo not drawn) | 13 | 4 | -12% | 2 | -5 | -2.8% | -1 | 3 | -0.6
CCOC(=O)c1ccccc1NC(=O)c1cn(-c2ccc(C)c(C)c2)c(=O)c2ccccc12 | 5 | -2 | -4% | 3 | 4 | 2.5% | -4 | 3 | 0.4
O=C(Cc1ccccc1F)N1CCC(c2nc3c(nnn3Cc3cccc(Cl)c3)c(=O)[nH]2)CC1 | -13 | 8 | 62% | 4 | 21 | -2.7% | -2 | ? | 0.2
COc1cc2ccccc2cc1C(=O)N1CCCC1 | -9 | -1 | -8% | 1 | 18 | 2.1% | 2 | 3 | -1.0
Cc1ccc(-n2nc(-c3ccc(OC(F)(F)F)cc3)cc2N)cc1C | -32* | -7 | -2% | 3 | 1 | -2.2% | -4 | -13 | -1.4
Cc1ccc(C)c(NC(=S)NNC(=O)c2sccc2C)c1 | -4 | 4 | -9% | 2 | 4 | -0.8% | 7 | 11 | 0.5
Cc1nc2nc(NCc3cccc(Br)c3)[nH]n2c(=O)c1Cc1ccccc1 | -3 | 2 | -2% | 3 | 9 | -3.3% | 0 | -22 | 1.5
CN(Cc1ccccc1)C(=O)CCc1ccccc1 | 7 | -1 | 6% | -1 | 6 | -0.5% | 0 | 16 | -0.6
Cn1c(CN2CCOCC2)nc2cc(NC(=O)COc3ccccc3)ccc21 | 2 | 16 | -4% | 4 | 20 | 1.7% | -5 | 1 | 0.2
Cc1cc(C(=O)COC(=O)Cc2n[nH]c(=O)c3ccccc23)c(C)n1-c1cccc(C(F)(F)F)c1 | -11 | -9 | -17% | 1 | 2 | 0.0% | -4 | 1 | -1.0
CCOC(=O)c1cc(-c2ccccc2)n(CCC(=O)N2CCN(c3ccccn3)CC2)c1C | 2 | 20 | -12% | 4 | 2 | 2.2% | 1 | -14 | -2.0
CC#CCCCC(=O)Nc1ccccc1C(=O)O | 8 | 6 | -11% | 2 | 7 | -3.9% | -3 | -9 | 0.2
CCOC(=O)c1c(-c2ccc(C)cc2)csc1NC(=O)CCN1CCOCC1 | -27 | -5 | ? | 1 | 5 | 0.0% | -8 | 2 | -0.6
O=C1CCC2c3ccc4ccccc4c3CCN12 (stereo not drawn) | -10 | -4 | 3% | 2 | 10 | -4.7% | -7 | -1 | 0.1
C[N+]1(C2CCC3CCC2C3O)CCCC1 (stereo not drawn) | -11 | 1 | 14% | 3 | -3 | -0.1% | -5 | nt | 1.1
